Source: PubChem BioAssay (several laboratories)
hgDAF-12 ag – activates the H. glycines DAF-12 receptor ligand-binding domain. hit rate 1.8% among 370,000. HEK293 GAL4-hgDAF12 UAS-luciferase reporter, agonist luminescence; normalized to butyrate control. activation, % at 6.8 µM. AID 687014;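 active = activation above a cutoff set at the mean of all screened compounds plus 3 SD, cut at about 10% in these data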;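 also: 0% = DMSO wells and 100% = sodium butyrate wells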
DAX1 inh-1 – inhibitors of human orphan nuclear receptor DAX1 (NR0B1); P51843; HEK293 Gal4-DAX1 luciferase reporter, luminescence; inhibition, % at 6.75 µM; hit rate 0.99% among 340,000; AID 504766;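 active = inhibition above the mean over all tested compounds plus 3 SD, cut at about 4.2% in these data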;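 also: 0% = DAX1-transfected cells with DMSO and 100% = empty-vector control cells with DMSO; inhibition shows as a rise in luminescence from relieved DAX1 repression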
DAX1 inh-2 – DAX1 (NR0B1) inhibition, primary screen; HEK293T StAR-luciferase reporter, SF-1/DAX-1 repression relief; inhibition, % at 6.8 µM; hit rate 1.1% among 370,000; AID 652010;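 active = inhibition above the mean over all tested compounds plus 3 SD, cut at about 3.6% in these data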;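 also: 0% = DAX-1 cells with DMSO and 100% = cells lacking DAX-1 with DMSO; higher inhibition means more luminescence from relief of DAX-1 repression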
FXN GAA850 act – increases GAA850 frataxin promoter reporter activity; hit rate 0.56% among 360,000; HEK293 lucGAA850 FXN promoter luciferase reporter, 24 h; percent of 10 µM SAHA response; activation, % at 6 µM; AID 540364;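 active = activation above the average of all compounds screened plus 3 SD, cutoff fixed separately per campaign, cut at about 7.5% in these data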;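 also: 0% = DMSO wells and 100% = 10 µM SAHA wells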
ssDAF12 agonist – activators of S. stercoralis DAF-12 nuclear receptor | HEK293 ssDAF-12/GRIP1 lit1-tk-luc reporter, luminescence; % of 3 µM dafachronic acid response | activation, % at 6.8 µM | AID 652126 | hit rate 1% among 370,000;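 active = activation above the mean over all tested compounds plus 3 SD, cut at about 0.9% in these data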;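 also: 0% = DMSO-only wells and 100% = 3 µM delta7-dafachronic acid wells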
sPLA2-III inh – Blocks human group III sPLA2 activity. QFRET BODIPY PC-A2 liposome hydrolysis, fluorescence. inhibition, % at 12.2 µM. hit rate 0.56% among 370,000. AID 743126;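 active = inhibition above mean plus 3 SD of compounds lying within the high and low control bounds, cut at about 19% in these data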;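 also: 0% = median of test compound wells and 100% = no enzyme DMSO wells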
Rev-erbA mod – Rev-erb alpha (human) modulation | P20393 | Rev-erbα–FITC-DNA binding, fluorescence polarization, 90 min | activity, % at 10 µM | hit rate 0.79% among 370,000;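 active = activity above about 14%, limit read from the data; passing the limit was not always enough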;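 also: 0% = DMSO wells with 35 nM protein and 100% = DMSO wells with 750 nM protein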
hcDAF12 agonist – activates DAF-12 receptor from parasite H. contortus; HEK293 hcDAF-12 lit1-tk-luc reporter, luminescence; 0% DMSO, 100% Δ7-dafachronic acid; hit rate 1.4% among 370,000; activation, % at 6.8 µM;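 active = activation above the mean of all tested compounds plus 3 SD, cut at about 5.5% in these data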;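 also: 100% = response to 3 µM Δ7-dafachronic acid high control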
PG9 binder – PG9 antibody binding by small molecule; AID 624416; TR-FRET gp120-PG9 antibody binding; inhibition, % at 6.7 µM; hit rate 0.43% among 360,000; in the data active = inhibition above about 8.5%
PLC-beta3 inh – inhibitors of human phospholipase C beta3; inhibition, % at 12.2 µM; Q01970; Purified PLC-beta3, fluorogenic substrate, fluorescence; hit rate 0.18% among 370,000; AID 720704; in the data active = inhibition above about 11%;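 also: 0% = median of compound wells on plate and 100% = full blocker control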
Target sequence (Q01970 whole entry, looked up): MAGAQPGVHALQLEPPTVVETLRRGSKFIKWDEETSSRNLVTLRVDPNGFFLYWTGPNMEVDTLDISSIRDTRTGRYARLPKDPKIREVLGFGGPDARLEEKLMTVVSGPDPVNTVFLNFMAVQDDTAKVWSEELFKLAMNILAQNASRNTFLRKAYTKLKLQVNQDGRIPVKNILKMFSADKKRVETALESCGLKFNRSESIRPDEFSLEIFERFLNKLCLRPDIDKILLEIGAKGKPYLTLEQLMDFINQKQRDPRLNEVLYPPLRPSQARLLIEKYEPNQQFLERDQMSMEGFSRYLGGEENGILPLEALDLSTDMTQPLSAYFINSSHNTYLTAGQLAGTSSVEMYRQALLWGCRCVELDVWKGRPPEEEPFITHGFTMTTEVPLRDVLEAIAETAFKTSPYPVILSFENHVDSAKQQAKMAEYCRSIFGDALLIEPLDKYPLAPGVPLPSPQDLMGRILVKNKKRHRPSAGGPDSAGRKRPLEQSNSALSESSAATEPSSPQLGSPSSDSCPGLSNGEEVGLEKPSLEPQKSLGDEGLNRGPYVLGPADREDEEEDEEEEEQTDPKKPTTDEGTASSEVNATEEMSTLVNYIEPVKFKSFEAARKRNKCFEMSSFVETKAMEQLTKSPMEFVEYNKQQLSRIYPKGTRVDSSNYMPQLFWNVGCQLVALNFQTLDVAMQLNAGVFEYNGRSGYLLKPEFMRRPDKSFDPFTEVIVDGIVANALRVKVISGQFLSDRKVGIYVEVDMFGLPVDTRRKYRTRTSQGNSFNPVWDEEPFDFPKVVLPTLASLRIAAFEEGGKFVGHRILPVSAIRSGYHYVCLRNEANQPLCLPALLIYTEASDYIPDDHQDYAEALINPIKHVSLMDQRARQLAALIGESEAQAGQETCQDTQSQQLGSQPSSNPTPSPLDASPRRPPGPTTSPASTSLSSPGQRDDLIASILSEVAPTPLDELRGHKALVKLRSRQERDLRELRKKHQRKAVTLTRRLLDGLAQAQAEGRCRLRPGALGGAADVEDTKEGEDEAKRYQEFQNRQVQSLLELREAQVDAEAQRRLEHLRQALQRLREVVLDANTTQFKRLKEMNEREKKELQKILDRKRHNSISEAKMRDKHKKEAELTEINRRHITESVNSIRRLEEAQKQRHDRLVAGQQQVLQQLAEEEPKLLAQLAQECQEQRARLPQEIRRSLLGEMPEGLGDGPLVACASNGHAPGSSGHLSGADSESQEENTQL
SMARCA2 act – SMARCA2 function activation, primary screen | hit rate 1% among 370,000 | MG213 cells, MMTV-luciferase reporter, dexamethasone, overnight | activation, % at 9.1 µM; in the data active = activation above about 7.8%;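 also: 0% = vehicle wells and 100% = reference activator wells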
* marks the source's active call; other numbers are inactive results; / = not tested or not shown.

SMILES	hgDAF-12 ag	DAX1 inh-1	DAX1 inh-2	FXN GAA850 act	ssDAF12 agonist	sPLA2-III inh	Rev-erbA mod	hcDAF12 agonist	PG9 binder	PLC-beta3 inh	SMARCA2 act
COc1ccc(Cl)cc1NS(=O)(=O)c1c(C)nc2sccn2c1=O	1.0	0.7	0.3	-0.1	-2.0	-0.7	-7.3	0.2	-0.7	3.0	6.9
NC(=O)C1CCN(CC(=O)NC(=O)NC2CCCC2)CC1	-1.4	0.1	0.3	0.3	-1.7	5.5	-3.5	-1.4	-0.3	-2.8	4.5
OCCOCCn1c(C2CCCN2c2nc(-c3ccc(F)cc3)cs2)nc2cc(Cl)c(Cl)cc21 (configuration not stated)	0.7	0.7	-0.3	1.3	-1.0	-3.5	2.5	0.8	1.0	1.1	0.3
Cc1ccccc1NS(=O)(=O)c1ccc(OCC(=O)NCc2ccccn2)cc1	-0.9	3.3	0.6	-0.1	0.1	2.5	3.6	-1.3	-1.3	3.7	-0.8
O=c1cc(-c2ccccc2)nc(N2CCN(Cc3ccc4c(c3)OCO4)CC2)[nH]1	-1.3	-0.1	-0.2	-0.9	-1.3	-12.4	-0.1	-2.0	-1.2	2.0	0.4
O=C(CCCN1C(=O)c2ccccc2C1=O)Nc1cccc(S(=O)(=O)NC2=NCCC2)c1	-2.0	-0.8	0.3	2.0	-1.2	0.1	4.4	-0.6	-2.3	0.6	0.1
CCOc1cccc2sc(N(CCN(CC)CC)C(=O)c3cccc(N4C(=O)CCC4=O)c3)nc12	0.4	3.4	1.2	-0.4	-1.1	0.2	-2.6	0.1	0.2	-1.2	2.4
Cc1nn(-c2ccccc2)nc1C(=O)Nc1cccc(C(=O)NC2CC2)c1	0.4	-1.2	-2.2	-1.9	-0.9	1.8	-1.8	-0.8	-0.8	0.7	-1.3
O=C(CNC(=O)c1ccco1)Nc1ccc(S(=O)(=O)N2CCCC2)cc1	-1.6	0.2	0.3	0.2	-0.9	-4.8	2.4	-0.1	0.3	-2.6	-1.5
Cc1c(CCC(=O)O)c(=O)oc2cc(OCc3cccc(F)c3)ccc12	0.1	2.4	0.7	0.1	-0.7	-6.0	-0.2	-1.4	5.0	-88.6	-1.4

Two of the compounds above, with values under each structure:
Below each SMILES: hgDAF-12 ag	DAX1 inh-1	DAX1 inh-2	FXN GAA850 act	ssDAF12 agonist	sPLA2-III inh	Rev-erbA mod	hcDAF12 agonist	PG9 binder	PLC-beta3 inh	SMARCA2 act
- O=C(CNC(=O)c1ccco1)Nc1ccc(S(=O)(=O)N2CCCC2)cc1
→ -1.6	0.2	0.3	0.2	-0.9	-4.8	2.4	-0.1	0.3	-2.6	-1.5
- Cc1c(CCC(=O)O)c(=O)oc2cc(OCc3cccc(F)c3)ccc12
→ 0.1	2.4	0.7	0.1	-0.7	-6.0	-0.2	-1.4	5.0	-88.6	-1.4

The list continues.
SMILES	hgDAF-12 ag	DAX1 inh-1	DAX1 inh-2	FXN GAA850 act	ssDAF12 agonist	sPLA2-III inh	Rev-erbA mod	hcDAF12 agonist	PG9 binder	PLC-beta3 inh	SMARCA2 act
O=C1C(=O)N(CCO)C(c2ccccc2)/C1=C(\O)c1ccccc1 (configuration not stated)	-1.9	2.1	-0.5	-0.7	-0.6	15.4	4.3	4.5	-1.0	1.6	-0.7
O=C(CN1C(=O)S/C(=C\c2ccccc2)C1=O)NCCCn1ccnc1	3.3	0.1	-0.5	2.6	-1.2	-3.1	6.5	0.8	-0.2	-3.8	-1.6
C/C(=N\Nc1nc2ccccc2nc1C)c1ccccc1O	-0.9	0.9	-0.1	2.5	-1.2	0.7	-0.8	-1.4	-3.0	-4.9	0.0
Cc1ccc2c(c1)[C@H]1[C@H](CO2)[C@H](c2ccccc2)[C@]2(C)C(=O)Nc3ccc(Cl)cc3C(=O)N12	2.9	-1.4	-0.5	-9.6	-0.8	3.9	3.5	-0.7	0.2	-6.8	-0.2
CCOC(=O)CSc1nc(=O)n2ccc(C)cc2n1	2.5	-2.6	0.6	1.1	-1.3	0.4	5.6	-1.1	-1.7	-4.2	-1.2
CSCCC(NC(=O)c1ccccc1Br)C(=O)Nc1ccc(C)cc1 (configuration not stated)	3.5	1.0	-0.5	1.4	-1.2	2.6	-5.3	-1.1	-2.3	1.5	-0.4
Cc1ccccc1NC(=O)C1CCN(c2cnccn2)CC1	-2.8	-0.6	-0.3	-3.6	-1.6	4.9	7.5	-1.1	0.0	-31.9	-3.5
COc1ccccc1-c1cnc(C(O)c2ccc(CN3CCCC3)cc2)[nH]1 (configuration not stated)	0.7	/	0.3	1.0	-1.5	-1.0	-0.4	1.4	1.8	-1.3	1.8
CCCc1nc2c(c(=O)c3ccccc3n2C)c(=O)n1-c1ccc(F)cc1	2.2	-0.2	0.4	-3.1	0.4	-2.8	-0.7	3.3	-1.1	1.1	-3.0
CCOC(=O)N1CCC(Nc2ncnc3c2cnn3-c2ccc(C)cc2C)CC1	-5.3	-2.4	-3.2	-2.1	-2.3	-9.7	-5.2	-5.5	0.1	0.3	-7.1
CCOC(=O)/C=C1/SCC(=O)N1Cc1ccc(Br)cc1	1.9	-1.2	-0.8	-1.4	-1.3	-20.7	13.7	-0.3	0.6	-1.4	-1.0
CC1CCC/C(=C(\C#N)c2nc(-c3cc4ccccc4oc3=O)cs2)C1 (configuration not stated)	-2.1	0.0	0.0	-2.4	-0.2	4.1	-1.6	-2.0	-0.4	-11.1	-0.9
Cn1c(NC(=O)c2ccc(Cl)s2)cc(=O)n(C)c1=O	-1.8	0.3	-0.2	-0.6	-0.9	1.4	1.0	-1.0	-0.8	1.5	0.6
O=S(=O)(NC1CC1)c1ccc(Cl)cc1F	0.2	0.4	-0.2	-0.1	-0.4	6.0	-2.3	-0.6	-1.1	-7.9	-4.0
CCCC(C)Sc1nc2c([nH]1)c(=S)n(C)c(=O)n2C (configuration not stated)	-2.5	-1.9	-0.8	10.4*	-1.5	17.5	-5.4	3.9	-2.2	1.2	5.6
CCCCC(CC)Cn1c(N)c(C#N)c2nc3ccccc3nc21 (configuration not stated)	-1.3	-1.3	-0.6	0.5	-0.9	0.8	2.9	0.5	3.0	-79.5	1.0
NNC(=O)c1cc(O)c(O)c(O)c1	1.7	1.3	-0.1	3.0	-1.0	5.5	-32.4	-1.6	-3.8	-1.3	0.1
CCCCn1nnnc1C1(C)CCC(=O)N1CC1CCCCC1 (configuration not stated)	0.3	/	-0.9	/	-0.8	-1.3	-6.4	-0.1	-0.3	-1.1	-4.7
Nn1c(SCC(=O)NCCN2C(=O)CSC2=O)nnc1-c1ccc(OC(F)F)cc1	0.9	0.7	1.5	-0.8	-1.1	3.3	-0.6	0.6	0.8	-5.5	1.1
COc1ccc(N2C(=NC(=O)CCCc3ccccc3)SC3CS(=O)(=O)CC32)cc1 (configuration not stated)	0.8	1.3	-0.5	1.4	-1.2	-3.4	7.5	0.6	0.9	-7.7	-1.8

No new results follow: 8 of the compounds above.
SMILES	hgDAF-12 ag	DAX1 inh-1	DAX1 inh-2	FXN GAA850 act	ssDAF12 agonist	sPLA2-III inh	Rev-erbA mod	hcDAF12 agonist	PG9 binder	PLC-beta3 inh	SMARCA2 act
CCCc1nc2c(c(=O)c3ccccc3n2C)c(=O)n1-c1ccc(F)cc1	2.2	-0.2	0.4	-3.1	0.4	-2.8	-0.7	3.3	-1.1	1.1	-3.0
CCOC(=O)N1CCC(Nc2ncnc3c2cnn3-c2ccc(C)cc2C)CC1	-5.3	-2.4	-3.2	-2.1	-2.3	-9.7	-5.2	-5.5	0.1	0.3	-7.1
CCOC(=O)/C=C1/SCC(=O)N1Cc1ccc(Br)cc1	1.9	-1.2	-0.8	-1.4	-1.3	-20.7	13.7	-0.3	0.6	-1.4	-1.0
CC1CCC/C(=C(\C#N)c2nc(-c3cc4ccccc4oc3=O)cs2)C1 (configuration not stated)	-2.1	0.0	0.0	-2.4	-0.2	4.1	-1.6	-2.0	-0.4	-11.1	-0.9
Cn1c(NC(=O)c2ccc(Cl)s2)cc(=O)n(C)c1=O	-1.8	0.3	-0.2	-0.6	-0.9	1.4	1.0	-1.0	-0.8	1.5	0.6
O=S(=O)(NC1CC1)c1ccc(Cl)cc1F	0.2	0.4	-0.2	-0.1	-0.4	6.0	-2.3	-0.6	-1.1	-7.9	-4.0
CCCC(C)Sc1nc2c([nH]1)c(=S)n(C)c(=O)n2C (configuration not stated)	-2.5	-1.9	-0.8	10.4*	-1.5	17.5	-5.4	3.9	-2.2	1.2	5.6
CCCCC(CC)Cn1c(N)c(C#N)c2nc3ccccc3nc21 (configuration not stated)	-1.3	-1.3	-0.6	0.5	-0.9	0.8	2.9	0.5	3.0	-79.5	1.0

The list goes on.
SMILES	hgDAF-12 ag	DAX1 inh-1	DAX1 inh-2	FXN GAA850 act	ssDAF12 agonist	sPLA2-III inh	Rev-erbA mod	hcDAF12 agonist	PG9 binder	PLC-beta3 inh	SMARCA2 act
COCc1cccc(-c2csc(C(N)c3ccc(F)c(F)c3)n2)c1 (configuration not stated)	2.9	/	1.2	-0.6	-0.8	11.3	8.7	-2.2	-2.1	-16.9	-2.8
CCS(=O)(=O)C1C(=O)N(C)C(S(=O)(=O)CC)C(=O)N1C (configuration not stated)	0.3	0.9	0.8	0.2	-1.0	7.5	5.8	-0.7	-0.8	-5.1	3.5
COc1ccc(-c2nnc(SCC(=O)NN=C/C=C\c3ccco3)n2-c2ccc(OC)cc2)cc1	0.6	/	-0.5	/	-1.7	-16.1	-3.4	-0.3	/	-8.8	-1.6
COc1ccc(C(=O)C2CCCN(S(=O)(=O)c3ccccc3F)C2)c(C)c1 (configuration not stated)	-1.3	0.2	-0.4	0.9	-1.5	-11.4	2.6	-1.5	1.9	-4.3	-2.1
Cc1ccc(C(=O)Oc2ccc(/C=C3\C(=N)N4N=C(N5CCOCC5)SC4=NC3=O)cc2)cc1	12.1*	1.2	0.4	5.4	-1.0	-6.8	3.5	1.9	-2.6	-52.0	5.0
CC(=O)NCCCc1nc2ccccc2n1Cc1c(F)cccc1Cl	-1.9	-0.7	0.0	-0.4	-1.7	-1.5	7.5	-1.7	-0.8	-5.4	-3.1
CC(CCc1ccc(O)cc1)NC(c1ccccc1)c1ccc(Cl)cc1 (configuration not stated)	-1.4	-2.1	-0.7	-0.9	-1.2	-30.9	-1.1	-2.6	-2.0	-0.9	-3.0
O=C(NCCc1cccnc1)C1CCC(=O)N(CCc2cccc(F)c2)C1 (configuration not stated)	2.3	1.5	0.4	1.4	-0.9	7.3	3.9	-2.7	-1.9	-2.4	-1.3
Cc1cccc(C(=O)NCCc2n[nH]c(=S)n2C)c1	-3.7	0.3	-0.3	1.3	-1.4	13.2	-9.2	1.9	-0.4	0.6	1.6
N#C/C(=C\c1ccccc1)C(=O)N1CCC(C(N)=O)CC1	0.0	3.7	-0.1	-0.8	-1.0	1.6	-1.6	-1.2	-3.6	3.8	-0.2
Cc1ccc(NC(=O)C2CCN(S(=O)(=O)c3ccc4c(c3)OCCCO4)CC2)nc1	-3.5	-1.7	-0.3	-1.7	-0.8	-6.0	-2.6	-1.8	0.6	-1.8	0.0
CC[C@@H]1/C(=C/c2ccccc2)N2C(=O)C[C@@H](c3ccccc3)N=C2N1Cc1ccc(OC)cc1OC	0.2	/	/	/	-2.3	-3.0	2.6	-1.6	/	-1.7	/
